Wnt act = Wnt/beta-catenin pathway activation | hit rate 1.2% among 300,000 | activation, % at 9.35 µM | Wnt/beta-catenin reporter cell assay, activator, plate reader; in the data active means activation above about 30%, passing the limit was not always enough;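 further: 0% = neutral control wells and 100% = positive control wells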
* hit, by the source's call. This is a subset. The share of hits here may be higher or lower than overall.

SMILES	Wnt act
Cc1ccc(S(=O)(=O)N2C[C@H]3C(=O)C[C@@H](c4ccccc4)N(S(=O)(=O)c4ccc(C)cc4)[C@H]3C[C@H]2c2ccccc2)cc1	-2
CCN=C1NC(c2ccc(F)cc2)C(C(=O)OC)=C(C)N1Cc1ccc(C(F)(F)F)cc1 (centres undefined)	0
C(=C\c1ccccc1)/CN1CCN(C(c2nnnn2Cc2ccccc2)C2CC2)CC1 (centres undefined)	-2
O=C(NCc1cccnc1)c1cc(C2CCCCN2C(=O)OCc2ccccc2)on1 (centres undefined)	-3
Cc1nn(CC(C)C)c(Cl)c1C(=O)NCC(C)(C)N1CCOCC1	-1
CCc1nc2c(OCc3ccc(S(C)(=O)=O)cc3)cccn2c1N(C)C(=O)c1ccccc1F	-4
O=C(NC(c1ccc(F)cc1)c1ccc2ccccc2n1)C1CCN(Cc2cccc(C(F)(F)F)c2)CC1 (centres undefined)	-2
Cc1ccc(CC(=O)NCc2cccnc2)cc1	0
N#Cc1cccc(-c2csc(C(O)(c3ccccc3)C(F)(F)F)n2)c1 (centres undefined)	-5
COc1ccc(OC)c(NC(=O)C2(C)CCN2Cc2cccc(OC)c2F)c1 (centres undefined)	-1
CCOC(=O)C1=CCN(S(=O)(=O)c2ccccc2F)C1c1ccc(F)cc1 (centres undefined)	-2
O=C(O)CS(=O)(=O)c1ccc(Oc2ccc(S(=O)(=O)CC(=O)O)cc2)cc1	-4
Cn1c(=O)c2c(-c3ccccc3)n(-c3cc([N+](=O)[O-])ccc3N)cc2n(C)c1=O	4
CCc1nc2ccc(C(=O)Nc3ccc(OC)c(OC)c3)cn2c1N(C)C(=O)Cc1ccccc1	-1
CC(=O)OC1CC2C(C)(C)C(=O)C=CC2(C)C2CCC3(C)C(c4ccoc4)OC(=O)C4OC43C12C (centres undefined)	-2
COc1cccc(OC)c1OCCN1CCC(C(=O)NC(c2ccc3c(c2)OCO3)c2ccccn2)CC1 (centres undefined)	-3
O=C1c2ccccc2C(c2nnnn2-c2ccc3c(c2)OCCO3)N1CCOc1ccccc1 (centres undefined)	-2
Cc1ccc(C(O)c2ncc(-c3ccccc3Cl)[nH]2)cc1 (centres undefined)	3
Clc1ccc(-c2nc3c4ccccc4ccn3c2CC2CCCCC2)cc1	3
COc1ccc(-c2cc(=O)c3cccc(CC(=O)O)c3o2)cc1	-1
Cn1c(=O)c(=O)n(C)c2cc(S(=O)(=O)CCC(=O)Nc3ccccc3C(F)(F)F)ccc21	-1
CC(C)(C)c1ccc(C(O)c2ncc(-c3ccccc3Cl)[nH]2)cc1 (centres undefined)	-1
CC(=O)Nc1ccc(C(=O)N2CCCCC2c2cc(C(=O)N3CCOCC3)no2)cc1 (centres undefined)	-5
COc1ccc(CNC(=O)C2CCN(S(=O)(=O)c3ccc(N4CCCC4=O)cc3)CC2)cc1	-5
OC(c1ccc(F)c(F)c1)c1nc(-c2cncnc2)cs1 (centres undefined)	-1

The list goes on:
SMILES	Wnt act
Cc1ccc([C@@H]2C[C@H]3[C@@H](CN2S(=O)(=O)c2ccc(Cl)cc2)C(=O)C[C@@H](c2cccc4ccccc24)N3S(=O)(=O)c2ccc(C)cc2)cc1	-2
Cc1cccc(S(=O)(=O)NC(=O)C2(C)CCN2C(=O)c2ccccc2CCc2ccccc2)c1 (centres undefined)	-7
O=C(N/N=C/c1ccc(N2CCOCC2)s1)c1ccc(O)cc1	-1
COC(=O)C1(C)NC(c2cccc(C)c2)C2C(=O)N(c3ccccc3)C(=O)C21 (centres undefined)	0
CCN(CC)C(=O)C1=C(C)N(Cc2ccc(C(C)(C)C)cc2)C(=O)C(CC(=O)NCCCCc2ccccc2)C1 (centres undefined)	-2
COc1ccccc1CNC(=O)c1cc2c(=O)[nH]c3ccccc3c2n1C	0
COC(=O)C1=CN(c2ccc(N3CCOCC3)cc2)C(N)=C(C#N)C1c1cccc(F)c1 (centres undefined)	-1
COc1cc(C(O)c2nc(-c3ccc(F)c(Cl)c3)cs2)ccc1F (centres undefined)	0
Fc1ccc(-c2nc3ccc(Br)cn3c2Cc2cccc(Cl)c2)cc1	-2
CN(c1cccnc1)c1ccc(NC(=O)Cc2cn(Cc3ccccc3)c3ccccc23)cc1Br	1
COc1ccc(C(=O)NCCCC2CCCC2)cc1OC1CCN(C(C)C)CC1	-2
CN(C(=O)COC(=O)c1cc([N+](=O)[O-])ccc1N1CCOCC1)C1CCCCC1	-1
COc1ccc(OCC(=O)N(Cc2ccco2)C2CCS(=O)(=O)C2)cc1 (centres undefined)	-1
CC1=C(C(=O)N(C(C)C)C(C)C)CC(CC(=O)NCc2cccc3ccccc23)C(=O)N1Cc1ccccc1 (centres undefined)	-2
CC(=O)Nc1cc(-c2ccc(N(C)C)cc2)cn2c(-c3ccc(F)cc3)cnc12	-11
CC(C)(C)n1nnnc1C(c1ccccc1)N1CCCN(Cc2ccc(F)cc2)CC1 (centres undefined)	-1
O=C(NCc1ccccc1)[C@H]1CCCN1C(=O)[C@H]1CCCN1C(=O)c1ccc(OC(F)(F)F)cc1	1
Cc1ccccc1Oc1ccc2c(c1)[C@@H]1C[C@H](N(C)C(=S)Nc3ccc(F)cc3)[C@H]([C@H](C)O)C(=O)N1CC2	-9
CCc1nc2ccc(C(=O)Nc3cccc(OC)c3)cn2c1N(C)Cc1ccc(OC)cc1	0
CC(C)C[C@H]1CN(CCCC[C@@H]2CNC(=O)C(=O)N2CC2CCCCC2)C(=O)C(=O)N1CCC1CCCCC1	-2
CC1(C(=O)NS(=O)(=O)c2ccc(F)cc2F)CCN1C(=O)Cc1cc(F)ccc1F (centres undefined)	0
O=C(NC(=S)NC12CC3CC(CC(C3)C1)C2)c1ccc(F)cc1	-7
CSCC[C@@H](CO)NC(=O)[C@H]1O[C@@H](n2ccc(N)nc2=O)[C@H](O)[C@@H]1O	-3
Nc1sc(-c2ccccc2)cc1C(=O)NCCc1ccc(Cl)cc1	-3
C#CCNC(=O)c1csc([C@@H]2O[C@H](CO)[C@@H](O)[C@H]2O)n1	0

16 entries out of the list, arranged by heavy-atom count, low to high:
SMILES	Wnt act
Cc1ccc(CC(=O)NCc2cccnc2)cc1	0
C#CCNC(=O)c1csc([C@@H]2O[C@H](CO)[C@@H](O)[C@H]2O)n1	0
Cc1ccc(C(O)c2ncc(-c3ccccc3Cl)[nH]2)cc1 (centres undefined)	3
CC(C)(C)c1ccc(C(O)c2ncc(-c3ccccc3Cl)[nH]2)cc1 (centres undefined)	-1
Fc1ccc(-c2nc3ccc(Br)cn3c2Cc2cccc(Cl)c2)cc1	-2
O=C(O)CS(=O)(=O)c1ccc(Oc2ccc(S(=O)(=O)CC(=O)O)cc2)cc1	-4
CN(C(=O)COC(=O)c1cc([N+](=O)[O-])ccc1N1CCOCC1)C1CCCCC1	-1
CC1(C(=O)NS(=O)(=O)c2ccc(F)cc2F)CCN1C(=O)Cc1cc(F)ccc1F (centres undefined)	0
C(=C\c1ccccc1)/CN1CCN(C(c2nnnn2Cc2ccccc2)C2CC2)CC1 (centres undefined)	-2
Cn1c(=O)c(=O)n(C)c2cc(S(=O)(=O)CCC(=O)Nc3ccccc3C(F)(F)F)ccc21	-1
CCc1nc2ccc(C(=O)Nc3cccc(OC)c3)cn2c1N(C)Cc1ccc(OC)cc1	0
CCc1nc2c(OCc3ccc(S(C)(=O)=O)cc3)cccn2c1N(C)C(=O)c1ccccc1F	-4
CC(=O)OC1CC2C(C)(C)C(=O)C=CC2(C)C2CCC3(C)C(c4ccoc4)OC(=O)C4OC43C12C (centres undefined)	-2
COc1cccc(OC)c1OCCN1CCC(C(=O)NC(c2ccc3c(c2)OCO3)c2ccccn2)CC1 (centres undefined)	-3
Cc1ccc(S(=O)(=O)N2C[C@H]3C(=O)C[C@@H](c4ccccc4)N(S(=O)(=O)c4ccc(C)cc4)[C@H]3C[C@H]2c2ccccc2)cc1	-2
Cc1ccc([C@@H]2C[C@H]3[C@@H](CN2S(=O)(=O)c2ccc(Cl)cc2)C(=O)C[C@@H](c2cccc4ccccc24)N3S(=O)(=O)c2ccc(C)cc2)cc1	-2

Following part
SMILES	Wnt act
CCCCCCC12C(=Cc3cc(C)ccc31)c1ccccc1C(CC(=O)NCc1ccccc1)N2C(=O)OC (centres undefined)	-2
CC(C)(C)OC(=O)Nc1ccccc1-n1nnnc1C(C(=O)c1ccccc1)N1CCN(c2ccccn2)CC1 (centres undefined)	-2
CN1CCCCC(NC(=O)c2ccc(Cl)cc2Cl)C1=O (centres undefined)	2
CCc1ccc(C2CC3C(CN2S(=O)(=O)c2ccc(C)cc2)[C@@H](O)C[C@@H](c2ccc(CC)cc2)N3S(=O)(=O)c2ccc(C)cc2)cc1 (some centres undefined)	-11
C[C@H](CO)N1C[C@H](C)[C@H](CN(C)C(=O)Nc2cccc(F)c2)OCc2cnnn2CCCC1=O	-2
COC(=O)C[C@H]1N(S(=O)(=O)c2ccc(C)cc2)C(C(C)C)CC1(C(=O)OC)C(=O)OC (some centres undefined)	-1
COc1cccc(-n2cc(CN(C)C(=O)C3CCC(=O)N(C4CC4)C3)cn2)c1 (centres undefined)	-3
C[C@H](O)[C@@H]1CN2CCc3c([nH]c4ccc(-c5ccc6c(c5)OCO6)cc34)[C@@H]2C[C@@H]1N(C)C(=O)Nc1ccc(F)cc1	-3
COC(=O)[C@]12C[C@H](CC(=O)N3CCCC3)C(=O)N(Cc3ccc4c(c3)OCO4)C1=C[C@H](C(C)(C)C)O[C@@H]2C	22
COCCNC(=O)c1c(N)n(/N=C/c2ccc(F)cc2)c2nc3ccccc3nc12	4
Cc1[nH]c2ccccc2c1CC(=O)Nc1ccc(N(C)c2cccnc2)c(-c2ccc(F)c(F)c2)c1	-4
COc1ccc(CN2CCN(CCCc3ccccc3)CC2)c(OC)c1	0
COc1ccccc1CCn1cnc(-c2ccccc2)c1CC(C)C	-3
C[C@@H]1CN([C@H](C)CO)S(=O)(=O)c2ccc(C#Cc3ccccc3)cc2O[C@H]1CN(C)C(=O)Nc1ccc2c(c1)OCO2	-3
CC1C(=O)N(Cc2cn(Cc3ccco3)nn2)CCS(=O)(=O)N1Cc1ccc(-c2ccc(Cl)c(Cl)c2)cc1 (centres undefined)	-1
O=C(C[C@H]1CC[C@H]2[C@@H](COC[C@H](O)CN2C(=O)c2ccccn2)O1)N1CCN(c2ccccc2)CC1	1
CSc1nc(=O)[nH]nc1Sc1ccccc1	0
O=C(Nc1c(-c2ccccc2)[nH][nH]c1=O)c1cnccn1	-1
Cc1cccc(C)c1NC(=O)CN(Cc1ccccc1)Cc1ccccc1	-1
